Screening results deposited in PubChem BioAssay by NCI.
All columns: NCI-60 one-dose screen, growth in % after 48 h at 10 µM unless noted; 100 = growth as untreated, 0 = no growth, -100 = all killed.
NCI-H522: NCI-H522 lung cancer | 78,000 compounds, 8% hits
OVCAR-4: OVCAR-4 ovarian cancer cells. 80,000 compounds, 3.7% hits. AID 1794784
SK-OV-3: SK-OV-3 ovarian cancer cells; AID 1794785; 80,000 compounds, 3.2% hits
NCI-H322M: NCI-H322M lung cancer | 80,000 compounds, 2.7% hits
NCI/ADR-RES: NCI/ADR-RES ovarian cells | AID 1794790 | 81,000 compounds, 4.4% hits
NCI-H23: NCI-H23 lung cancer; 80,000 compounds, 4% hits; AID 1794731
NCI-H460: NCI-H460 lung cancer. 82,000 compounds, 6.8% hits
NCI-H226: NCI-H226 lung cancer. AID 1794732. 79,000 compounds, 3.5% hits
IGROV1: IGROV1 ovarian cancer; 79,000 compounds, 4.7% hits
Numbers without * were called inactive; / = no result given; & = joins results of further samples. The calls were made as follows: active = growth percent below 10; inactive = the rest.

SMILES	NCI-H522	OVCAR-4	SK-OV-3	NCI-H322M	NCI/ADR-RES	NCI-H23	NCI-H460	NCI-H226	IGROV1
C=CCOc1cccc(/C=C/C(=O)c2sc(Nc3cccnc3)nc2C)c1	66	70	89	78	50	94	81	86	63
NS(=O)(=O)c1ccc(Nc2ccc3nnc(-c4ccncc4)n3n2)cc1	107	100	106	110	106	105	99	/	108
CC(=O)c1cc(C(=O)c2ccc(Br)cc2)n2c(C)cccc12	74	70	81	108	72	90	95	71	80
O=C(c1ccc(-c2ccccc2)cc1)C1(Br)CCCCC1	88	98	102	96	105	100	105	88	111
N#C/C(=C\c1ccc(Br)cc1)n1nnc2cc(F)c(F)cc21	20	30	62	59	1.7*	29	30	37	6.8*
Cc1[nH]c2ccccc2c1C1=CC(=O)C=CC1=O	-24*	86	120	120	77	93	111	94	80
CCN(Cc1ccccc1)C1CCN(Cc2cc(Br)ccc2O)CC1	61	37	77	89	36	41	50	63	45
Cc1ccccc1-c1cc(Cc2ccc(F)cc2)c(=O)[nH]n1	95	103	98	94	102	98	107	105	97
O=C(/C=C/c1ccc(Oc2ccc(Cl)cc2)cc1)c1cc2ccccc2oc1=O	85	86	80	87	86	82	98	93	66
Cc1ncc([N+](=O)[O-])n1CCOc1ccc(C(=O)/C=C/c2ccc(C(F)(F)F)cc2)cc1	67	100	79	66	66	88	79	76	80
Nc1nnc(-c2c[nH]c3ncccc23)c(-c2c[nH]c3ccc(F)cc23)n1	85	94	116	91	113	102	108	93	81
O=C(Oc1ccc(-c2cssc2=S)cc1)c1cn(C2CC2)c2cc(N3CCNCC3)c(F)cc2c1=O	/	125	124	108	109	106	112	101	114
C=CCOc1cccc(/C=C2\SC(=S)N(C3CC(=O)N(c4ccc(Cl)cc4)C3=O)C2=O)c1 (stereo unspecified)	95	103	76	106	108	98	103	101	103
O=C(C1CC1)C1CC1	/	109	110	88	106	104	108	95	85
COc1cc2nc(Cl)nc(Nc3cccc(C(C)=O)c3)c2cc1OC	96	99	111	99	93	105	104	96	90
COc1cc(/C=C/C(=O)Nc2ccc3c(c2)/C(=C\c2cccn2C)C(=O)N3)cc(OC)c1OC	5.7*	50	82	61	84	57	55	67	60
CC(C)(C)c1ccc(CCO)cc1	85	99	100	85	101	97	109	92	/
Oc1ccc2ccccc2c1CNc1ccccc1	93	107	/	85	103	100	114	103	59
COc1ccc(/C=C2\C(=O)N=C3N2NC(c2cc(Br)ccc2O)C=C(C)N3c2ccccc2)cc1 (stereo unspecified)	95	97	100	97	94	95	104	85	91
C=C(C)[C@@H]1CC[C@]2(C(=O)N3CCN(CC)CC3)CC[C@]3(C)[C@H](CC[C@@H]4[C@@]5(C)CCC(=O)C(C)(C)[C@@H]5CC[C@]43C)[C@@H]12	97	103	104	104	98	97	103	102	104
COC(CCc1ccccc1)OC	111	99	103	137	111	111	110	101	132
O=C1c2cccc3cccc(c23)C(=O)N1CC#Cc1ccc2c3c(cccc13)C(=O)N(CCO)C2=O	92	93	92	95	92	81	96	92	49
CC(=O)Nc1cc(C)cc(C)n1	102	103	113	104	106	100	103	99	107
O=C(c1ccccc1)c1c(/C=C/c2ccc(Br)cc2)nc2ccccc2c1/C=C/c1ccccc1	92	96	91	85	106	106	110	92	96
CN(C)c1ccc(/C=N\NC(=O)c2ccc3nc(-c4ccc([N+](=O)[O-])cc4)[nH]c3c2)cc1	101	89	94	110	110	98	100	99	90
C/C(=N\NC(=O)Nc1ccccc1)c1nnn(-c2ccc([N+](=O)[O-])cc2)c1C	100	105	109	99	102	95	108	100	112
COc1ccc(C2OC(c3cc(-c4cc5ccccc5o4)nn3-c3ccccc3)=NN2C(C)=O)cc1 (stereo unspecified)	83	96	103	98	92	92	104	91	89
Cc1nn(-c2ccccc2)c(N2CCOCC2)c1-c1nc2ccccc2[nH]1	95	101	95	101	98	80	100	84	87
OB1c2ccccc2NC(=S)N1c1cc(C(F)(F)F)cc(C(F)(F)F)c1	/	78	99	93	55	98	64	84	62
CCOC(=O)CCc1ccco1	85	117	93	114	106	107	107	98	120

Five of these compounds, reformatted.
Below each SMILES – NCI-H522	OVCAR-4	SK-OV-3	NCI-H322M	NCI/ADR-RES	NCI-H23	NCI-H460	NCI-H226	IGROV1
C/C(=N\NC(=O)Nc1ccccc1)c1nnn(-c2ccc([N+](=O)[O-])cc2)c1C
  100	105	109	99	102	95	108	100	112
Nc1nnc(-c2c[nH]c3ncccc23)c(-c2c[nH]c3ccc(F)cc23)n1
  85	94	116	91	113	102	108	93	81
CC(=O)c1cc(C(=O)c2ccc(Br)cc2)n2c(C)cccc12
  74	70	81	108	72	90	95	71	80
O=C1c2cccc3cccc(c23)C(=O)N1CC#Cc1ccc2c3c(cccc13)C(=O)N(CCO)C2=O
  92	93	92	95	92	81	96	92	49
Cc1nn(-c2ccccc2)c(N2CCOCC2)c1-c1nc2ccccc2[nH]1
  95	101	95	101	98	80	100	84	87

Whole records from above.
Record of CC(=O)c1cc(C(=O)c2ccc(Br)cc2)n2c(C)cccc12 = NCI-H522: 74; OVCAR-4: 70; SK-OV-3: 81; NCI-H322M: 108; NCI/ADR-RES: 72; NCI-H23: 90; NCI-H460: 95; NCI-H226: 71; IGROV1: 80
Record of O=C1c2cccc3cccc(c23)C(=O)N1CC#Cc1ccc2c3c(cccc13)C(=O)N(CCO)C2=O = NCI-H522: 92; OVCAR-4: 93; SK-OV-3: 92; NCI-H322M: 95; NCI/ADR-RES: 92; NCI-H23: 81; NCI-H460: 96; NCI-H226: 92; IGROV1: 49
Record of CCN(Cc1ccccc1)C1CCN(Cc2cc(Br)ccc2O)CC1 = NCI-H522: 61; OVCAR-4: 37; SK-OV-3: 77; NCI-H322M: 89; NCI/ADR-RES: 36; NCI-H23: 41; NCI-H460: 50; NCI-H226: 63; IGROV1: 45

The listing continues:
SMILES	NCI-H522	OVCAR-4	SK-OV-3	NCI-H322M	NCI/ADR-RES	NCI-H23	NCI-H460	NCI-H226	IGROV1
CC1Cc2c([nH]c(=O)n(-c3ccccc3)c2=O)O1 (stereo unspecified)	/	88	103	124	107	107	98	91	127
CC(C)CNC(=O)/C=C\C(=O)O	73	129	108	145	109	103	132	107	/
Nc1nc(Nc2ccccc2)nn1Cc1c(Cl)cccc1Cl	21	40	51	52	11	34	25	30	11
O=C(/C=C(/C=C/c1cc2ccccc2s1)OB(F)F)/C=C/c1cc2ccccc2s1	88	96	96	96	98	96	/	100	103
O=C1c2cccc3cccc(c23)C(=O)N1CC#Cc1ccc2c3c(cccc13)C(=O)N(CCN1CCNCC1)C2=O	100	85	132	99	102	74	73	102	91
N#C/C(=C\c1ccc([N+](=O)[O-])cc1)C(N)=O	88	105	103	116	107	105	107	105	111
CC(=O)Nc1ccc(-c2cn(-c3cccc(C(=O)Nc4cccc(C(F)(F)F)c4)c3)nn2)cn1	87	125	98	96	107	88	107	112	99
Cc1ccc(NC(=O)C2CCC(CN3CCN(C)CC3)CC2)cc1Nc1nccc(-c2cccnc2)n1 (stereo unspecified)	129	108	110	96	98	96	101	100	110
O=[N+]([O-])c1ccc(/C=N\NC(=S)Nc2ccc(F)cc2)cc1	104&95	93	92&99	98&87	90&100	88&101	87&95	91&105	99&97
CCCc1oc2ccccc2c(=O)c1C(=O)c1ccc(OC)cc1	95	100	97	104	106	111	146	104	/
CCNCCNc1cc(-c2ccc(F)cc2)c(C#N)c2nc3ccccc3n12	64	31	94	66	55	78	3.1*	93	60
Cc1cc(N[C@@H]2CCC[C@H](Nc3ccnc4cc(Cl)ccc34)C2)nc(N2CCCCCC2)n1	-62*	-5.2*	-52*	-38*	-40*	-30*	-71*	-39*	-46*
CSC(=Nc1ccc(N(C)C)cc1)NC#N	90	106	97	88	107	98	107	101	98
COc1ccc(C2CC(=O)C=C3c4ccc(OC)cc4CCC32)cc1 (stereo unspecified)	78	93	/	115	101	112	96	/	135
COc1cc(CNC(=O)C[C@H](C)CCC=C(C)C)ccc1OCc1cn(-c2ccccc2F)nn1	57	71	44	93	55	68	89	73	82
CCN1[C@@H]2CC[C@H]1/C(=C\c1ccc(Cl)cc1)C1=C2[C@@H](c2ccc(Cl)cc2)C(C#N)=C(N)O1	76	78	69	91	83	83	94	81	76
Cc1cc(=O)n2cn[nH]c2n1	132	115	105	107	98	96	106	116	41
O=C(O)c1cc2cc([N+](=O)[O-])ccc2s1	88	85	102	103	105	98	102	99	104
O=C(Cn1cc(CSc2nc3ccccc3o2)nn1)Nc1ccc(F)c(Cl)c1	109	102	102	102	106	105	105	99	101
Ic1nc(N=Nc2ccccc2)[nH]c1I	85	89	89	103	95	91	100	94	98
CC(=O)Oc1cccc(C)c1[N+](=O)[O-]	/	106	100	121	107	95	98	101	123
Cc1nc(-c2ccc(Cl)cc2)ccc1-c1nnc(SCC(=O)c2ccccc2)o1	97	102	93	96	103	100	108	96	90
Nc1cc(=O)[nH]c(SCC(=O)Nc2nc(-c3ccc(Cl)cc3)cs2)n1	82	87	111	99	105	100	107	106	101
Cc1ccc(/C=C(/C#N)c2nc3ccccc3s2)cc1	114	68	101	98	103	85	102	91	112
Nc1ncnc2c1c(-c1cccc(Cl)c1)nn2CC(=O)N1CCOCC1	102	97	109	102	103	97	107	93	99
ONC(=NCc1ccccc1)c1ccccc1	100	109	107	/	105	96	109	101	96
Oc1ccc2ccccc2c1.[Cu+2]	98	80	84	92	102	102	105	/	101
Cc1ccc2cc(CC(=O)NCCc3c[nH]c4ccccc34)oc2c1	93	85	99	98	94	90	101	86	76
CCN(CC)CC(OC)C(O)COC (stereo unspecified)	92	131	113	96	105	98	112	89	100
CCn1c(Cn2nc(Cc3ccc([N+](=O)[O-])cc3)c3onc(C)c3c2=O)n[nH]c1=S	90	106	/	104	/	/	100	106	102
NC(=O)NC(=O)Cc1ccc([N+](=O)[O-])cc1	99	108	94	92	98	102	113	112	99
CC/C=C\C/C=C\C/C=C\CCCCCCCCOc1ccc(CCOP(=O)(O)OCC[N+](C)(C)C)cc1	98	112	117	102	104	106	104	106	102
CCOC(=O)C1=NC(CO)C(=O)N(c2ccccc2)N1 (stereo unspecified)	98	104	120	101	108	106	92	101	105
COCOc1cc2oc(C(=O)N[C@@H](Cc3ccccc3)C(O)C(=O)NCc3ccccc3)c(C)c(=O)c2cc1OCOC (stereo partly specified)	87	44	33	98	98	59	9.5*	-12*	101
Cc1nc2ccccc2nc(=O)c1NNc1ccccc1	78	106	67	65	95	95	110	117	72
Brc1ccc(-c2n(Cc3ccc4ccccc4c3)c(-c3ccccc3)c(-c3ccccc3)[n+]2Cc2ccc3ccccc3c2)cc1	-91*	-83*	-97*	-99*	-78*	-89*	-81*	-52*	-82*
COc1cc(C(=O)Cn2nnnc2C(=O)c2ccccc2)cc(OC)c1OC	98	/	96	105	100	106	103	95	102
O=C(CCN1CCN(CCC(=O)c2ccc(Cl)cc2)CC1)c1ccc(Cl)cc1	83	110	90	100	95	96	107	106	101
O=C1CCCc2cc(OCCNS(=O)(=O)c3ccccc3)ccc2N1	104	94	113	111	100	100	110	95	125
COc1ccc(/C=C(\c2cc(OC)c(OC)c(OC)c2)c2nnc(-c3ccc(C)cc3)o2)cc1	78	108	98	88	86	96	99	97	100
CCCCS(=O)(=O)Nc1ccccc1C(=O)NN	74	117	96	104	103	107	108	99	103
O=C1NCCN1/N=C/c1ccc([N+](=O)[O-])o1	85	104	107	108	107	105	115	95	/
CCCCn1cc(-c2nc3ccccc3[nH]2)c2cccnc21	100	101	99	101	99	106	107	94	116
CCN(CC)CCSC1OC(=O)c2ccccc21 (stereo unspecified)	89	97	88	106	103	98	104	94	114
CCC(C)(C)c1ccc(OCCCCCCN2CCNCC2)cc1	95	70	101	76	76	60	18	93	87
O=c1cc(-c2ccccc2)oc2cc(Nc3ccccc3)cc(O)c12	87	96	92	98	84	96	89	82	102
COc1ccc(-c2nnc(CSc3nc(-c4c(Cl)cccc4Cl)c(C#N)c(=O)[nH]3)o2)cc1	47	114	79	94	93	103	103	82	104
CN1CCN(C(=O)C2CN(c3cccc(Cl)c3)N(c3cccc(Cl)c3)C2=O)CC1 (stereo unspecified)	94	102	96	82	85	93	94	87	68
CCC(C)NC(=O)CC(C)C (stereo unspecified)	86	109	105	99	110	105	101	105	98
CCN(CC)C(=O)O/N=C/c1ccccc1	84	82	100	124	104	97	110	101	125
Nc1ccc(S(=O)(=O)O)c2ccccc12	96	101&111	112&110	98&111	105&102	108&101	109&109	94&99	99
FC(F)(F)c1ccc(/C=C/c2cc(/C=C/c3ccc(C(F)(F)F)cc3)n(-c3ccccc3)n2)cc1	74	110	102	89	97	90	109	91	88
N#Cc1ccccc1-c1n[nH]nc1-c1ccccc1	91	103	93	123	109	103	105	89	61
CCOC(=O)Nc1cc2c(cc1[N+](=O)[O-])-c1ccccc1C2=O	99	87	111	108	98	83	104	99	79
COc1ccc(-c2cc(Cl)cc3c(=O)nc(N4CCOCC4)oc23)cc1	91	102	107	99	92	90	104	89	97
CCOc1ccc(N=C/C=C/c2ccccc2)c(O)c1	97	87	113	133	93	63	89	123	114
Cc1cc(N)c2cc(NC(=O)/C=C\c3ccccc3Cl)ccc2n1	-71*	-64*	-96*	-83*	49	-85*	-78*	-71*	-67*
CCCCCCCCCCCCCCCCCCNC(=S)N/N=C/c1cc(Br)ccc1O	95	94	105	95	92	91	99	96	81
